Compound activity deposited in PubChem by several laboratories.
L major viab: inhibitors of Leishmania major promastigote growth; Leishmania major promastigotes, resazurin fluorescence viability; inhibition, % at 10 µM; hit rate 9% among 200,000; AID 1063; in the data active means inhibition above about 50%;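 further: promastigotes grown with compound for 44 hours at 28 °C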
HMGR II inh: blocks class II HMG-CoA reductase of Enterococcus faecalis. purified E. faecalis HMGR, NADPH absorbance 340 nm kinetic. inhibition, % at 10 µM. hit rate 0.41% among 190,000. AID 1066;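 active means inhibition above a set limit, the median over all tested compounds plus 3 SD, cut at about 9.5% in these data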;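 further: enzyme runs in reverse so mevalonate oxidation gives rising NADPH absorbance; 0% = complete reaction with DMSO and 100% = background rate lacking mevalonate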
PPARg SRC1 recr: PPARgamma-driven SRC-1 recruitment agonism | activation, % at 8 µM | hit rate 0.41% among 200,000 | AID 631 | P37231 | PPARgamma-SRC-1 coactivator recruitment biochemical assay; in the data active means activation above about 19%;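 further: 0% = DMSO and 100% = reference agonist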
Target sequence (P37231 whole entry, looked up): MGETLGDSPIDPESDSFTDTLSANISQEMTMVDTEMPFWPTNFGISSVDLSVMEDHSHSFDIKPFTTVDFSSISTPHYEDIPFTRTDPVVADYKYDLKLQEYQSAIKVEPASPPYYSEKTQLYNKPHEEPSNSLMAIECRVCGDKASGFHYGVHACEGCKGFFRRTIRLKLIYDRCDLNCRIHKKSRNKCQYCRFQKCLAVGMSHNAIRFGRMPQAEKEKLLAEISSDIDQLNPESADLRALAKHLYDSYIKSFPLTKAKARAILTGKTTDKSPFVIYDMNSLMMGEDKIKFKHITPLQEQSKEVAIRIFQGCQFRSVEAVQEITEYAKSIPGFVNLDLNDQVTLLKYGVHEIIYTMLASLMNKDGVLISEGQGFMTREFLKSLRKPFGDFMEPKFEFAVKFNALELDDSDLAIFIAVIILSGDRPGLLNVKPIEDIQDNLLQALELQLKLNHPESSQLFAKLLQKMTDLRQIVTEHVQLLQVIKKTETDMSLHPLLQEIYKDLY
RAM network inh: yeast RAM network inhibition. S. cerevisiae dse1pr::URA3 reporter, 5-FOA growth OD615, 2 d; analog-sensitive cbk1-as2 kinase mutant strain. inhibition, % at 50 µM. hit rate 1.8% among 190,000. AID 868;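 active means inhibition above a set limit, 3 SD over mean compound inhibition, cut at about 8.4% in these data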;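 further: 0% = DMSO-only wells with no growth and 100% = 10 µM 1-NA-PP1 full growth; inhibition rescues growth on 5-FOA so higher OD means more RAM inhibition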
ROMK primary: modulates human ROMK potassium channel activity | P48048 | Tet-inducible ROMK, thallium flux fluorescence; actives lie on both sides | B-score at 10 µM | hit rate 2% among 130,000 | AID 1918;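 active means signal ratio slope over the read window, or its plate-corrected B-score, at least 3 SD from the plate mean, either direction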;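 further: B-score of the F/F0 ratio slope over 7 to 12 s after thallium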
Target sequence (P48048 whole entry, looked up): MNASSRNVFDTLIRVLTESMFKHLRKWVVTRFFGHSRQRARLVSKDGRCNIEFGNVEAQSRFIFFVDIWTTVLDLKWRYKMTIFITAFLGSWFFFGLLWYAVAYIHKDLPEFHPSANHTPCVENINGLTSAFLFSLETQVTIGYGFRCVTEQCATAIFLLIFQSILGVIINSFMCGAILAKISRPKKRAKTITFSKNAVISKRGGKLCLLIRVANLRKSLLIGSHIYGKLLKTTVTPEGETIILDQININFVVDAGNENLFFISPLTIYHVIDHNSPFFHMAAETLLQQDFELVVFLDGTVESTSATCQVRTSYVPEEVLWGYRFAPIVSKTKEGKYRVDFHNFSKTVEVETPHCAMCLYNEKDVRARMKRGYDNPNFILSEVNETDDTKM
PPARg SRC2 recr: PPARgamma-driven SRC-2 recruitment agonism. hit rate 0.34% among 200,000. PPARgamma LBD-SRC-2 recruitment, biochemical. P37231. activation, % at 8 µM; in the data active means activation above about 22%;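 further: 0% = vehicle and 100% = reference agonist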
PPARg SRC3 recr: promotes SRC-3 coactivator recruitment by human PPARgamma. P37231. biochemical PPARgamma/SRC-3 coactivator recruitment assay. activation, % at 8 µM. hit rate 0.26% among 200,000. AID 731; in the data active means activation above about 23%;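 further: 0% = DMSO and 100% = reference agonist; some compounds past the cut are filed as inactive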
bIAP inhibitor: intestinal alkaline phosphatase (bovine) inhibition; inhibition, % at 20 µM; purified bovine IAP, CDP-star luminescence, 30 min; 190,000 tested, under 10 active; AID 1019;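 active means over 50% inhibition of intestinal alkaline phosphatase at 20 µM in the single-dose screen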
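Assay system: bovine IAP enzyme; medium: DEA buffer 100 mM, pH 9.8, with MgCl2 1.0 mM, ZnCl2 0.02 mM; doses: 20 µM single dose; incubation: enzyme reaction for 30 min at room temperature; detection: CDP-star luminescence signal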
Redox H2O2 prof: compounds producing H2O2 with reducing agent – biochemical, NIH compound library profiling, artefact control for MLSCN library redox annotation, primary screen | DTT-dependent redox cycling H2O2, phenol red/HRP absorbance; 100% = 100 µM peroxide control, 0% = buffer | AID 878 | hit rate 0.03% among 200,000 | activation, % at 10 µM;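 active means activation of at least 50% relative to the plate's high and low controls in the primary single-dose screen; inactive means activation below 50%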;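 further: compound incubated with DTT at 0.8 mM final as the reducing agent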
TR-FRET SRC-2 ct: counter-screen for PPARgamma SRC-2 recruitment agonists: TR-FRET artefact; stronger effect = higher value; TR-FRET ratio at 8 µM; hit rate 0.4% among 200,000; AID 1049; in the data active means TR-FRET ratio above about 2000; further: inactives centre near 1500; reference of the scale not given here
S1P3 antagonist: blocks the human S1P3 receptor. CHO S1P3 NFAT-BLA reporter, FRET fluorescence, antagonist mode. inhibition, % at 4.98 µM. hit rate 0.27% among 170,000. Q99500;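 active means inhibition above the plate cutoff, the mean inhibition of test wells on that plate plus 3 SD, cut at about 28% in these data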;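 further: cells challenged with S1P at its EC80 of 0.8 µM; blue over green emission ratio from cleaved BLA substrate after 4 h stimulation; 0% = S1P-stimulated wells and 100% = unstimulated DMSO-only wells; some compounds past the cut are filed as inactive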
Starred values were filed as active, the others as inactive; nt = no result given. Random draw from the library; overall some 13% were active at least once.

SMILES	L major viab	HMGR II inh	PPARg SRC1 recr	RAM network inh	ROMK primary	PPARg SRC2 recr	PPARg SRC3 recr	bIAP inhibitor	Redox H2O2 prof	TR-FRET SRC-2 ct	S1P3 antagonist
O=C(Nc1ccc2c(c1)OCO2)C1CC(=O)N(CCc2ccccc2)C1 (centres undefined)	-6.3	-2.2	1.6	0.1	-0.373	2.2	6.0	10.4	-0.5	1652	-7.0
CC(C)CCNC(=O)C(c1cccs1)N(CC1CCCO1)C(=O)Cn1nnc2ccccc21 (centres undefined)	-2.8	-1.4	-0.7	3.9	nt	2.3	-5.9	4.7	0.7	1568	5.0
CCC(C)c1cc(S(=O)(=O)N2CCOCC2)ccc1OC (centres undefined)	-0.1	-6.1	4.2	2.3	-3.74*	13.4	-5.2	5.3	-0.3	1612	-16.0
O=C(N/N=C/c1cn(-c2cccs2)nc1-c1ccccc1)c1ccccc1Cl	0.8	-0.1	7.3	3.3	-0.564	3.4	-2.6	-24.2	-0.1	1518	9.2
COc1cc(NC(=O)NC(C)(C(F)(F)F)C(F)(F)F)cc(OC)c1OC	18.4	-2.0	3.3	0.5	1.08	-2.6	-1.9	7.7	0.3	1541	nt
CCOC(=O)C1(Cc2ccccc2)CCN(Cc2cn[nH]c2-c2ccccc2)CC1	33.1	-3.6	16.6	2.1	-2.5*	3.3	0.7	-20.8	0.0	1474	-4.9
O=C1CS/C(=N/N=C2C3CC4CC(C3)CC2C4)N1	-6.1	2.6	-2.4	1.6	nt	0.2	3.2	5.6	0.9	1728	-2.3
OC(COCc1cccs1)CN1CCCCCC1 (centres undefined)	-0.6	-1.8	7.3	1.2	-0.0593	-1.7	3.5	-13.7	0.0	1614	-30.0
c1ccc2c(c1)NCCS2	0.5	-2.2	0.3	2.0	nt	-0.1	4.1	-7.2	-0.3	1668	-3.9
COc1ccc(C(=O)N2CCN(c3ccc(C)cc3C)CC2)cc1OC	-1.2	-10.6	6.0	-1.1	nt	2.5	0.5	4.2	-2.3	1453	-25.1
CCCCCc1ccc(OCCCC[n+]2ccc(C)cc2)c(CCCCC)c1	100.3*	4.1	-2.1	-1.7	-5.65*	13.3	3.5	-2.7	0.4	1600	0.7
Fc1ccc(CSc2nnc(-c3cccnc3)n2Cc2ccco2)cc1	-8.3	0.2	1.8	0.1	-1.37	-3.5	-10.2	-0.8	0.0	1572	nt
CN(C)CCCNCCCNC(=O)c1ccncc1	-2.2	-1.6	5.0	1.6	0.405	10.1	5.8	3.3	-0.4	1533	-17.3
CCc1nc(C)cn1S(=O)(=O)c1cc(F)ccc1OC	-4.6	-3.2	2.6	0.7	nt	5.9	3.4	8.5	0.1	1599	3.6
Nn1c(COc2cccc(Cl)c2)nc2ccccc2c1=O	30.5	-1.7	0.7	6.2	-0.171	-5.3	3.2	0.2	0.4	1651	2.3
Clc1ccc(Cn2nnc(-c3ccccc3)n2)cc1	-3.4	-0.4	-4.2	2.3	nt	-1.8	-8.4	11.6	0.5	1536	nt
CC(=O)Nc1nonc1-n1nnc(C(=O)NCc2ccccc2)c1C	16.5	-0.1	-3.2	3.2	nt	3.3	-6.0	-5.8	-2.4	1393	-13.7
CCOc1ccc(NC(=O)c2ccccn2)cc1	-3.7	-9.3	1.9	-0.4	-1.08	-13.2	-6.7	3.3	0.7	1530	-6.7
CCOC(=O)c1sc(N/N=C/c2cccc(C)c2)nc1C	-3.4	-0.6	17.0	5.0	nt	-1.8	6.8	8.5	-0.9	1555	nt
COc1ccc(-c2cc(C(F)(F)F)nc(SCC(=O)Nc3ccc4c(c3)OCO4)n2)cc1	41.2	-1.4	-3.7	3.5	-0.935	-10.6	-3.4	33.8	0.2	1433	-1.7
Cc1ccc(CN2CCN(/N=C/c3ccc(C(=O)O)cc3)CC2)c(C)c1	5.8	-2.0	-5.1	-0.5	-0.097	-4.0	-2.5	-14.7	-0.4	1368	9.5
C/C(N)=C(/C#N)C(=O)COC(=O)C1CCN(C(=O)c2ccc(Cl)cc2)CC1	-2.8	0.7	7.8	0.7	1.02	5.8	0.2	-4.6	-0.7	1555	-19.2
Cc1ncoc1C(=O)Nc1cccc(Cl)c1C	-5.6	-2.0	-0.6	1.2	0.209	4.4	-3.9	5.8	1.2	1459	nt
Cc1nn(C)c(Oc2ccccc2)c1[N+](=O)[O-]	6.2	-0.8	-0.6	0.7	0.573	-0.3	1.5	14.6	0.0	1505	nt
CCCc1cc(=O)[nH]c(SCC(=O)c2c(N)n(C)c(=O)n(C)c2=O)n1	2.3	-0.7	-4.3	1.9	0.744	-5.4	-8.0	7.8	0.1	1631	nt
COc1cc2c(cc1OC)C(c1cccs1)CC(=O)N2 (centres undefined)	-1.1	0.5	0.5	2.0	0.563	4.0	4.1	5.4	0.1	1601	nt
Cc1ccc(-c2nnn(CC(=O)N3CCC(C)CC3)n2)o1	-1.3	-3.5	7.0	0.0	-0.0573	0.8	6.2	4.8	0.3	1749	nt
C=CCNC(=O)c1cccc(C(F)(F)F)c1	-1.4	-1.3	2.0	-0.6	nt	2.4	-4.4	-1.1	1.8	1315	nt
Cc1nn(C)cc1C(C(=O)NC1CCCCC1)N(C(=O)c1cnccn1)c1ccc(Oc2ccccc2)cc1 (centres undefined)	-0.8	3.0	3.2	1.0	-1.1	7.7	5.8	1.4	-0.3	1475	-11.8
Cc1cccn2c(=O)c(/C=N/O)c(N3CCCC3)nc12	-2.4	-2.4	-1.5	2.4	nt	-1.6	4.0	1.9	0.0	1416	nt
CC(C)CCNC1=CC(=O)CC(c2ccccc2)C1 (centres undefined)	39.8	-3.4	-2.5	1.4	0.365	2.4	1.9	9.6	0.4	1457	3.6
Cc1ccc(-n2[nH]c(C)c(C=Nc3ccc4[nH]c(=O)[nH]c4c3)c2=O)cc1	-3.2	0.8	5.0	3.4	nt	7.1	1.8	4.0	1.3	1414	-0.2
COC(=O)c1cn(CC(=O)NC2CCCCCC2)c2ccccc12	-1.2	-3.3	0.3	2.8	0.426	-4.1	-7.5	-35.4	2.6	1581	nt
CC(C)(C)c1ccc(OCc2ccc(C(=O)N/N=C3\CC4CC=CC34)cc2)cc1 (centres undefined)	-1.6	1.9	-1.8	-0.8	-0.0477	4.0	-5.2	0.5	0.0	1543	-7.5
Nc1nc(-c2ccccc2)c(C(=O)Nc2ccccc2)s1	-3.9	-4.8	10.6	0.4	0.447	0.7	6.5	-3.6	0.2	1673	-10.2
Cn1c(=O)c(C(=S)NC(=O)C2CC2)c(N)n(Cc2ccccc2)c1=O	28.5	1.9	1.5	2.5	1.24	-6.4	8.8	-2.8	2.4	1572	-9.7
Cc1c(C(=O)O)sc2nc(SCC(=O)Nc3ccc(S(=O)(=O)NC(C)(C)C)cc3)[nH]c(=O)c12	-8.7	0.3	10.5	8.5*	-0.576	1.0	-4.2	16.4	-0.7	1513	-12.4
Cc1ccc(CNC(=O)CCCNS(=O)(=O)c2cccc3nonc23)cc1	-0.9	3.3	7.2	1.2	nt	11.9	2.5	8.0	-2.2	1602	nt
Cc1ccc(N=C2NC(=O)/C(=C\c3ccc(C)s3)S2)cc1	6.7	-4.2	11.5	4.4	-0.0527	5.0	-0.4	-3.5	-0.5	1541	-4.7
O=S(=O)(Nc1cccnc1)c1ccc(Cl)c(C(F)(F)F)c1	-9.6	-0.7	0.4	0.9	-0.1	4.7	-5.9	5.1	0.8	1642	-18.4
O=C(c1ccc(Br)cc1)c1sc(N2CCOCC2)nc1-c1ccccc1	17.0	-1.4	14.9	9.4*	0.176	14.6	10.5	4.6	-0.9	1756	-10.1
Cc1ccc(-n2ccnc2SCC(=O)N(CC(C)C)C2CCS(=O)(=O)C2)c(C)c1 (centres undefined)	5.2	0.8	-1.5	-0.5	0.892	-9.5	-3.1	-6.1	-0.5	1365	-24.9
O=C(CNC(=O)c1ccc2c(c1)OCCO2)N/N=C/c1cccc(Br)c1	8.8	-4.8	2.5	4.3	0.017	5.1	0.9	23.8	-1.4	1637	4.7
O=C(c1c[nH]c2ccc(S(=O)(=O)N3CCC4(CC3)OCCO4)cc2c1=O)N1CCOCC1	-7.0	-3.6	-1.3	4.4	nt	-2.3	3.8	-5.6	1.7	1494	nt
Cc1ccc(Cn2cccc2/C=N/NC(=S)Nc2ccc(C)cc2)cc1	0.4	-7.0	11.0	6.9	-1.49	13.4	4.9	5.7	-2.3	1889	8.3
COc1ccc(OCCNS(=O)(=O)Cc2ccccc2)cc1	-5.8	-4.1	9.3	0.1	nt	6.2	-0.2	11.6	0.5	1471	-8.1
CC(C)CCC(CCN1CCOCC1)c1ccc2c(c1)OCO2 (centres undefined)	1.0	1.2	1.9	-0.1	nt	8.7	-4.0	-9.3	-2.4	1446	3.4
Cc1ccc(C)c(C(=O)Nc2c(C(N)=O)oc3ccccc23)c1	2.5	-1.8	0.1	3.1	nt	6.5	11.2	11.3	-2.8	1638	0.4
COc1ccc2cc(C(=O)Nc3ccc(S(N)(=O)=O)cc3)sc(=O)c2c1OC	-5.5	-1.7	0.6	4.5	nt	6.8	4.3	2.8	0.1	1600	-7.7
Cc1nc(/C(N)=N/OC(=O)Cc2ccccc2)no1	-4.3	1.9	-2.7	1.4	0.545	2.2	-2.8	10.4	-0.8	1595	7.5
COc1nc(N)nc(NC23CC4CC(CC(C4)C2)C3)n1	45.4	-9.1	0.3	0.9	-2.74	10.2	-13.1	11.9	0.7	1581	18.5
COc1ccc(OC)c(-n2c(-c3cc(-c4ccc(F)cc4)n[nH]3)n[nH]c2=S)c1	-0.8	-1.2	-1.0	0.7	nt	6.6	2.5	-35.8	0.8	1511	nt

Rewritten with bars between the fields: part of the list above
SMILES | L major viab | HMGR II inh | PPARg SRC1 recr | RAM network inh | ROMK primary | PPARg SRC2 recr | PPARg SRC3 recr | bIAP inhibitor | Redox H2O2 prof | TR-FRET SRC-2 ct | S1P3 antagonist
Nn1c(COc2cccc(Cl)c2)nc2ccccc2c1=O | 30.5 | -1.7 | 0.7 | 6.2 | -0.171 | -5.3 | 3.2 | 0.2 | 0.4 | 1651 | 2.3
Fc1ccc(CSc2nnc(-c3cccnc3)n2Cc2ccco2)cc1 | -8.3 | 0.2 | 1.8 | 0.1 | -1.37 | -3.5 | -10.2 | -0.8 | 0.0 | 1572 | nt
O=C(Nc1ccc2c(c1)OCO2)C1CC(=O)N(CCc2ccccc2)C1 (centres undefined) | -6.3 | -2.2 | 1.6 | 0.1 | -0.373 | 2.2 | 6.0 | 10.4 | -0.5 | 1652 | -7.0
